LGR2 antag = inhibitors of bursicon-induced Drosophila LGR2 receptor cAMP signaling. HEK293 LGR2, CRE-luciferase, bursicon-stimulated, 4 h. inhibition, % at 9.99 µM. actives 0.35% (n = 380,000). AID 720647;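 active = drop in luminescence signal, shown as inhibition above about 50% in the replicate tests, limit read from the data, passing the limit was not always enough; inconclusive = probably only some replicates passing the limit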;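 note: agonist challenge used bursicon conditioned medium at about half maximal strength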
S100A4 inh HTS = blocks human S100A4 binding to myosin IIA peptide; AID 652163; S100A4/TAMRA-MyoIIA peptide fluorescence polarization; inhibition, % at 10.7 µM; actives 0.14% (n = 360,000); P26447;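 active = mean inhibition of at least 70% across replicates, with every replicate also reaching that level; inconclusive = mean inhibition reaches 70% but some replicates fall short; inactive = mean inhibition below 70%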
Target sequence (P26447 whole entry, looked up): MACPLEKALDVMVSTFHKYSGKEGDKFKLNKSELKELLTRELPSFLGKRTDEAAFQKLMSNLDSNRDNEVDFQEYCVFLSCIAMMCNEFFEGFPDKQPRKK
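Material: S100A4 monomer protein / Buffer or medium: 50 mM HEPES pH 7.2, 10 mM CaCl2, 100 mM KCl / Times: 5 min incubation before reading / Benchmarks: neutral control DMSO, positive control TFP / Reagent: labelled myosin peptide probe, 5 nM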
SIRT5 inh = sirtuin-5 (human) deacylase inhibition | Q9NXA8 | Purified SirT5, succinyl-peptide AMC, trypsin-coupled fluorescence | inhibition, % at 15 µM | actives 1.1% (n = 330,000) | AID 652115; in the data active = inhibition above about 15%; inconclusive = no clear call, values can overlap the other calls
Target sequence (Q9NXA8 whole entry, looked up): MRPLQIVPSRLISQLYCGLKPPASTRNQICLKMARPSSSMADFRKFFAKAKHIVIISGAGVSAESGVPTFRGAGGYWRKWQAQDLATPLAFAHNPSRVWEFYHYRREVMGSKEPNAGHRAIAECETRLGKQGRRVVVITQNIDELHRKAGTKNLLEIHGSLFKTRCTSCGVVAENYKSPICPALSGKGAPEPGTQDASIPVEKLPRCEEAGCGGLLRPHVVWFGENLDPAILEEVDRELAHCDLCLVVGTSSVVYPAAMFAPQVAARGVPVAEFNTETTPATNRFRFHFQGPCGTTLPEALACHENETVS
Statin myotox sup = suppressors of simvastatin-induced myotoxicity in C2C12 myotubes; rescue of ATP level, % at 7.49 µM; actives 0.78% (n = 330,000); ATP luminescence, 48 h; scaled: DMSO 0, geranylgeraniol control 100;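 active = mean ATP rescue above about 67%, or every replicate alone reaching that limit, limit read from the data, passing the limit was not always enough; inconclusive = no clear call, values can overlap the other calls; inactive = mean under the limit and some replicate under it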;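 note: myotubes were challenged with 10 µM simvastatin during compound exposure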
Casp6 inh = blocks human caspase-6 cleavage activity; purified caspase-6, Z-VEID-R110 cleavage fluorescence; AID 686996; actives 0.53% (n = 350,000); inhibition, % at 12.5 µM; P55212;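 active = mean inhibition across replicates at least about 35%, with every replicate also reaching that limit, limit read from the data; inconclusive = only one of the two criteria met; inactive = neither criterion met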;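 note: 0% = median of neutral control wells and 100% = no fluorescence left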
Target sequence (P55212 24-179 limits assumed): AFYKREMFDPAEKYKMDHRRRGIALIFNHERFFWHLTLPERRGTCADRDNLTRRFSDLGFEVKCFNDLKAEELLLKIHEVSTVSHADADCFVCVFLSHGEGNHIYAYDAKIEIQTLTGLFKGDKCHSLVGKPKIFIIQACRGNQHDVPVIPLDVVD
Target sequence (P55212 194-293 limits assumed): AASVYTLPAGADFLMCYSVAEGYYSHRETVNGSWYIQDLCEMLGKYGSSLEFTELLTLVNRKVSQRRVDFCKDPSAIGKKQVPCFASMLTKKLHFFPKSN
esBAF inh = inhibitors of esBAF chromatin remodeling in mouse ES cells | Bmi1-luciferase knock-in reporter, 24 h; 100% = twice the neutral-well signal | reporter increase, % at 12.5 µM | actives 2% (n = 350,000) | AID 602393; in the data active = activation above about 40%; inconclusive = no clear call, values can overlap the other calls;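 note: 0% = median of the plate's neutral control wells and 100% = double that signal; a rise in the Bmi1 reporter signal indicates esBAF inhibition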
FN deposition inh = fibronectin deposition inhibition; AH1F fibroblasts, Alexa488-fibronectin deposition fluorescence, overnight; inhibition, % at 12.6 µM; actives 0.086% (n = 350,000); AID 743247;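 active = mean inhibition across replicates of 30% or more, regardless of how many single replicates reach that level; inconclusive = mean under 30% yet at least half of replicates reach 30%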;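 note: positive control wells lacked labelled fibronectin entirely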
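test system = AH1F fibroblasts assembling fluorescent fibronectin matrix | quantity = 10000 AH1F cells per well | buffer or medium = DMEM plus 2% serum, read in PBS | doses = single dose, pinned | incubation = 1 h cell attachment, overnight exposure to compound and label | detection = fluorescence at 485 nm excitation, 525 nm emission | read-out basis = inhibition from reduced deposited-fibronectin fluorescence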
* hit, by the source's call; u = inconclusive; x = no result given. Some of the compounds tested. The share of hits here may be higher or lower than overall.

[1] CCn1c(=O)cc(SCC(=O)N2CCC3(CC2)OCCO3)c2ccccc21
[2] COC(=O)[C@@H]1[C@@H](C(=O)OC)C2(c3ccccc3-c3ccccc32)N(c2ccc(Cl)cc2)N1C#N
[3] O=C(Cc1ccncc1)N1CCCCN2[C@H](C1)[C@@H](c1ccc(C#CC3(O)CCCC3)cc1)[C@@H]2CO
[4] Cc1ccc2c(c1)CC1(CN2C)C(=O)NC(=O)N(c2cc(C)ccc2C)C1=O (stereo not given)
[5] Cc1ccccc1-c1ccc2c(c1)C1c3c(-c4ccccc4)nnn3-c3ccccc3C(=O)N1CC2 (stereo not given)
assay / compound,1,2,3,4,5
LGR2 antag,-26.5,36.2,-6.1,x,6.0
S100A4 inh HTS,x,-1.3,-11.1,x,-1.6
SIRT5 inh,x,16.9*,2.1,x,-1.1
Statin myotox sup,-9.4,x,x,4.6,11.0
Casp6 inh,x,0.0,1.7,x,-1.9
esBAF inh,-5.6,x,x,8.0,-6.1
FN deposition inh,10.4,x,x,14.5,-0.5

[6] O=C(Cc1ccccc1)N1CCCCN2[C@H](CO)[C@@H](c3ccc(C#Cc4ccccc4)cc3)[C@@H]2C1
[7] CC(C)c1ccc(N=Nc2c(O)[nH]c(=O)[nH]c2=O)cc1
[8] O=C(N/N=C/c1c(O)n(CCc2ccc(F)cc2)c(=O)[nH]c1=O)c1ccccc1
[9] CNC(=O)Oc1c(C)[nH]ccc1=O
[10] COC(=O)C1=C(c2cc3ccccc3s2)C[C@@H]2CC[C@H]1N2C(=O)NCCS(C)=O (stereo not given in full)
assay / compound,6,7,8,9,10
LGR2 antag,27.9,-38.2,x,-19.3,2.9
S100A4 inh HTS,1.2,6.2,4.4,1.2,-1.5
SIRT5 inh,-0.6,-2.1,-1.1,x,x
Statin myotox sup,x,-14.4,x,x,-4.2
Casp6 inh,0.8,-5.8,3.1,-14.1,-1.8
esBAF inh,x,u,x,x,-5.0
FN deposition inh,x,-0.5,14.1,2.5,-15.6

Full records from above. Order of screens: LGR2 antag	S100A4 inh HTS	SIRT5 inh	Statin myotox sup	Casp6 inh	esBAF inh	FN deposition inh
`Cc1ccccc1-c1ccc2c(c1)C1c3c(-c4ccccc4)nnn3-c3ccccc3C(=O)N1CC2` (stereo not given) in the list: 6.0	-1.6	-1.1	11.0	-1.9	-6.1	-0.5
`COC(=O)C1=C(c2cc3ccccc3s2)C[C@@H]2CC[C@H]1N2C(=O)NCCS(C)=O` (stereo not given in full) in the list: 2.9	-1.5	x	-4.2	-1.8	-5.0	-15.6
`CCn1c(=O)cc(SCC(=O)N2CCC3(CC2)OCCO3)c2ccccc21` in the list: -26.5	x	x	-9.4	x	-5.6	10.4
`O=C(N/N=C/c1c(O)n(CCc2ccc(F)cc2)c(=O)[nH]c1=O)c1ccccc1` in the list: x	4.4	-1.1	x	3.1	x	14.1
`O=C(Cc1ccccc1)N1CCCCN2[C@H](CO)[C@@H](c3ccc(C#Cc4ccccc4)cc3)[C@@H]2C1` in the list: 27.9	1.2	-0.6	x	0.8	x	x

Following part:
[11] O=C1Nc2ccc(Br)cc2C(c2ccc(Cl)cc2)=NC1O (stereo not given)
[12] CCOC(=O)[C@]12Cc3c(cc(OC)c(OC)c3OC)[C@H]1N(C)C(=O)c1ccccc12
[13] COc1ccc(C(c2nnnn2Cc2ccccc2)N2CCC(n3c(=O)[nH]c4ccccc43)CC2)cc1 (stereo not given)
[14] O=C(Nc1ccc(C(F)(F)F)cc1)OC1CN2CCC1CC2 (stereo not given)
[15] O=C(Cc1ccccn1)N1CCCCN2[C@H](CO)[C@@H](c3ccc(-c4ccc(F)cc4)cc3)[C@H]2C1
assay / compound,11,12,13,14,15
LGR2 antag,-13.2,-1.3,36.3,-3.6,2.7
S100A4 inh HTS,-4.6,-3.4,1.2,-3.8,0.0
SIRT5 inh,-8.9,-3.8,-0.3,-3.3,-1.2
Statin myotox sup,15.8,x,-13.4,x,x
Casp6 inh,-3.9,-3.7,-0.5,-9.0,2.0
esBAF inh,9.0,x,-11.0,x,x
FN deposition inh,3.3,-8.5,-1.9,-0.1,x

[16] CC12CCC(=O)C=C1CCC1C2CCC2(C)C(O)(C(=O)CO)CCC12O (stereo not given)
[17] CCOC(=O)[C@]12Cc3ccccc3[C@H]1N(CCC(=O)OC)C(=O)c1ccccc12
[18] COc1ccc(-n2c(O)c(C(C)=NCCCn3ccnc3)c(=O)[nH]c2=O)cc1
[19] COC(=O)C1=C(c2cccc(C#N)c2)C[C@@H]2CC[C@H]1N2C(=O)NCCc1ccccc1
[20] CC(=O)N1CC(=O)Nc2ccc(Cl)cc2C1c1ccccc1 (stereo not given)
assay / compound,16,17,18,19,20
LGR2 antag,3.4,33.5,x,-5.1,-1.1
S100A4 inh HTS,-2.5,5.3,x,-1.0,0.1
SIRT5 inh,-0.6,-3.2,x,x,-5.9
Statin myotox sup,16.2,x,-10.8,13.8,15.5
Casp6 inh,0.7,4.7,x,x,-2.5
esBAF inh,3.9,x,-6.1,-3.6,-0.6
FN deposition inh,-6.0,6.0,-1.2,0.5,-5.6

[21] Cc1ccc(O)c(C(=O)c2cc(C(=O)NCc3ccccc3)c(=O)n(Cc3ccccc3)c2)c1
[22] CCN1CCOC(c2ccccc2)C1 (stereo not given)
[23] O=C(Cc1ccccc1F)N1CCN(CC(=O)N2CCCC2)CC1
[24] COCCOC(=O)C1=C(N)Oc2c(c(=O)oc3ccccc23)C1c1ccncc1 (stereo not given)
[25] NS(=O)(=O)c1cccc(N2CCNCC2)c1
assay / compound,21,22,23,24,25
LGR2 antag,11.8,-8.0,-22.9,x,8.6
S100A4 inh HTS,0.3,-1.6,0.4,x,-0.3
SIRT5 inh,x,-0.7,-2.5,x,7.0
Statin myotox sup,x,4.2,-0.3,11.2,-8.2
Casp6 inh,-2.4,0.3,-0.9,x,-7.4
esBAF inh,x,0.4,3.8,-5.9,-3.1
FN deposition inh,-4.7,-3.2,-5.1,-8.8,-6.2

[26] COc1ccc(CN2Cc3cnnn3-c3ccccc3C2c2ccccc2)cc1 (stereo not given)
[27] Cc1ccc(Cn2cc(C=O)c(-c3ccc(C)cc3)n2)cc1
[28] CC(=O)O[C@@H]1[C@H]2CC[C@@H]3[C@]1(C[C@@H](OC(C)=O)[C@@]1(O)C([C@@H]4O[C@@H]4C1(C)C)[C@]3(C)O)C[C@@]2(C)O (stereo not given in full)
[29] COc1ccc(CN2C(=O)NC(=O)/C(=C/c3ccc([N+](=O)[O-])s3)C2=O)cc1
[30] O=C1NC(=O)C(CCc2ccccn2)(Cc2cccc(Cl)c2Cl)C(=O)N1c1ccc(Br)cc1 (stereo not given)
assay / compound,26,27,28,29,30
LGR2 antag,23.4,-91.4,9.1,x,x
S100A4 inh HTS,1.6,1.3,6.2,-22.5,3.9
SIRT5 inh,x,-1.3,x,41.3*,0.0
Statin myotox sup,-22.6,x,-13.5,x,-1.7
Casp6 inh,3.4,2.3,-2.5,43.7*,-1.3
esBAF inh,-3.8,x,-3.3,x,-3.4
FN deposition inh,-2.3,9.0,4.1,2.2,-5.3

[31] OC[C@H]1[C@@H]2c3ccccc3NC[C@@H]2N1Cc1cccnc1
[32] COc1cc(OC)c([C@H]2C=C(C)[C@H]3C[C@@H]2C3(C)C)c(OC)c1
[33] CCOCCCNC(=O)C1c2cc(OC)c(OC)cc2C(=O)N2CCCCC12 (stereo not given)
[34] CC(=O)OC1CC2OC3C=C(C)CCC3(C)C1(C)C21CO1 (stereo not given)
[35] COC(=O)C1=C(c2ccc(S(C)(=O)=O)cc2)C[C@@H]2CC[C@H]1N2C(=O)NCC1CC1
assay / compound,31,32,33,34,35
LGR2 antag,-1.0,5.5,-4.4,103.8*,16.6
S100A4 inh HTS,7.1,1.6,-5.1,-3.2,-5.7
SIRT5 inh,0.9,2.4,3.2,x,-1.2
Statin myotox sup,-14.4,-11.7,x,209.6*,6.2
Casp6 inh,-5.5,0.0,0.1,-0.7,-0.9
esBAF inh,2.6,-9.7,x,-55.0,7.0
FN deposition inh,-2.4,-3.9,2.6,x,-5.1

[36] COc1ccc(OC)c(CN2CCCC(C(=O)c3sccc3C)C2)c1 (stereo not given)
[37] Cc1cc(C=O)c(C)n1C1CC1
[38] O=C(NN=Cc1ccc(N(CCCl)CCCl)cc1Cl)c1cccnc1
[39] CCOc1cc(C=O)ccc1O
[40] CN1C(=O)C2C[C@@]3(Br)c4ccccc4N(OOSc4ccccc4)[C@H]3N2C(=O)[C@@H]1Cc1ccccc1 (stereo not given in full)
assay / compound,36,37,38,39,40
LGR2 antag,0.9,3.9,-17.3,-34.3,21.1
S100A4 inh HTS,-5.2,-17.0,-9.9,1.1,x
SIRT5 inh,5.3,x,x,0.3,x
Statin myotox sup,5.9,x,x,-2.2,-10.1
Casp6 inh,-8.2,0.3,0.5,0.7,x
esBAF inh,-1.6,x,x,-5.9,-5.4
FN deposition inh,-2.2,6.5,2.4,x,-6.0

[41] CN1C2CCC1CC(OC(=O)c1cccc(O)c1)C2 (stereo not given)
[42] CN(C)C(=O)Oc1cccc(OCc2n(C)c3ccccc3[n+]2C)c1
[43] COC(=O)C1=C(c2cccc(OCc3ccccc3)c2)C[C@@H]2CC[C@H]1N2C
[44] CC(=NCCCN1CCOCC1)c1c(O)n(-c2ccccc2C)c(=O)[nH]c1=O
[45] COC(=O)C1=C(c2ccc(OCc3ccccc3)cc2)C[C@@H]2CC[C@H]1N2C(=O)NCc1ccc(N(C)C)cc1
assay / compound,41,42,43,44,45
LGR2 antag,22.3,-2.8,10.8,x,17.6
S100A4 inh HTS,-0.6,-4.1,0.6,x,1.6
SIRT5 inh,-2.0,-6.3,-0.3,x,x
Statin myotox sup,13.1,2.9,-8.2,-4.5,-8.0
Casp6 inh,-1.0,-1.6,-2.5,x,-0.3
esBAF inh,10.2,-3.1,-1.9,-1.6,-22.1
FN deposition inh,x,7.6,-2.4,5.1,-11.8

[46] CCCc1nnc(NC(=O)CCC(=O)N2CCC3(CC2)OCCO3)s1
[47] CCN1CCN(c2ccc([N+](=O)[O-])cc2C#N)CC1
[48] CC(C)C[C@H]1COc2cc(N3CCN(C)CC3)ccc2S(=O)(=O)N1
[49] Oc1ccc2c3c1OC1c4[nH]c5ccccc5c4C[C@@]4(O)C(C2)N(CC2CC2)CC[C@]314 (stereo not given in full)
[50] Cc1cccc(C#N)c1
assay / compound,46,47,48,49,50
LGR2 antag,2.8,12.6,-13.8,-1.2,8.6
S100A4 inh HTS,5.2,-7.3,10.4,-3.0,-3.0
SIRT5 inh,-6.3,0.1,-5.7,x,x
Statin myotox sup,x,x,x,-11.9,-1.5
Casp6 inh,-0.5,-0.5,-13.9,8.6,-5.8
esBAF inh,x,x,x,4.0,0.4
FN deposition inh,0.7,x,4.6,x,x

[51] CC(=O)Nc1ccc(OCCF)cc1
[52] O=C(O)[C@@H]1[C@@H](CO)[C@@H]2Cn3c(ccc(-c4ccc(F)cc4)c3=O)[C@H]1N2CC1CCCCC1
[53] O=C(CN1CCOCC1)c1cccc2ccccc12
[54] C/C(=N\Nc1ccccc1)c1c(O)n(-c2ccccc2)c(=O)[nH]c1=O
assay / compound,51,52,53,54
LGR2 antag,-11.7,-3.3,x,x
S100A4 inh HTS,0.0,10.6,x,-3.6
SIRT5 inh,8.3,-1.7,x,0.5
Statin myotox sup,x,0.0,17.5,x
Casp6 inh,-1.2,0.7,x,1.8
esBAF inh,x,-4.3,2.2,x
FN deposition inh,5.7,x,2.2,3.4
